High-throughput results deposited in PubChem by National Center for Advancing Translational Sciences (NCATS).
aSyn yeast rescue = alpha-synuclein toxicity suppression in yeast; S. cerevisiae alpha-synuclein toxicity rescue, BacTiter-Glo growth, 24 h; Potency, µM (titrated, usually from 46.1 µM), for inactives: top-dose growth rescue (activation), usual class: activators; 94,000 tested, 0.02% active; AID 1347070; active = well fitted activation curve with a large enough effect; inconclusive = small, poorly fitted or top-dose-only effect; note: 0% is about no effect
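Growth restoration measured by BacTiter-Glo luminescence after 24 hr at 30 deg C; alpha-synuclein yeast, raffinose-pregrown to mid-log, were added at OD600=0.02 in galactose medium onto pinned compounds.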
An asterisk follows results filed as active; u = inconclusive; [ ] = remark or other dose. Potency is the fitted concentration of half-maximal effect. The list is partial; the hit share may differ from the screen's.

SMILES	aSyn yeast rescue
O=C(CN1C(=O)C2C3C=CC(C3)C2C1=O)Nc1ccc(S(=O)(=O)Nc2nccs2)cc1 (stereo not given)	2%
Cc1cccc(N2CCN(C(=O)C3CCN(S(=O)(=O)c4cn(C)cn4)CC3)CC2)c1C	1%
COc1cccc(C(=O)N(C)C(C)c2nc3ccccc3s2)c1 (stereo not given)	-7%
CCn1c(-c2ccccc2SC)n[nH]c1=S	-2%
Cc1ccc(Cl)cc1N1CCN(C(=O)c2cnn(C(C)(C)C)c2C2CCN(C(=O)OC(C)(C)C)CC2)CC1	-9%
CC(=O)c1ccc(N2CCN(c3ccnc4cc(Cl)ccc34)CC2)cc1	-8%
O=C(CSc1nccn1Cc1ccc(F)cc1)Nc1ccc2c(c1)OCCO2	13%
CCOC(=O)c1noc2ncnc(NCc3ccccc3OC)c12	1%
CCN(CC)C(=O)C1=C(C)N(Cc2ccc(OC)cc2)C(=O)C(CC(=O)NCCc2ccccn2)C1 (stereo not given)	8%
O=C(NC1CC(=O)N(c2ccc(F)cc2)C1)c1ccco1 (stereo not given)	-5%
CCOC(=O)CSc1nc2sc3c(c2c(=O)n1Cc1ccccc1)CCC(C(C)(C)C)C3 (stereo not given)	2%
O=C(NCCCN1CCCCC1)c1cc(Sc2ccc(Cl)cc2)nc2ccccc12	5%
COc1ccc(NC(=O)C2CCC(CNc3c(N4CCCCC4)c(=O)c3=O)CC2)c(OC)c1 (stereo not given)	-7%
O=C(Nc1nnc(C2CC2)s1)c1cc2ccccc2o1	-1%
COc1ccc(N2CCN(S(=O)(=O)c3ccc4oc(=O)ccc4c3)CC2)cc1	3%
Cc1ccccc1Cn1c(SCc2ccc(C(=O)NC3CCCCC3)cc2)nc2ccncc21	-1%
CCOc1ccccc1NC(=O)C1CCCN(c2c(CC)c(C)nc3ncnn23)C1 (stereo not given)	3%
CCc1ccccc1NC(=O)C1CCN(S(=O)(=O)c2ccc3[nH]c(=O)ccc3c2)CC1	-1%
CCOC(=O)N1CCC(NC(=O)c2ccc3c(c2)N(CC)CCS3)CC1	-12%
O=c1c2oc3ccccc3c2n(Cc2ccc(Cl)cc2)c(=O)n1Cc1ccc2c(c1)OCO2	-3%
O=C(Cn1cc2c(n1)CCCCC2)NC1CCN(Cc2ccccc2)CC1	8%
COc1ccccc1N1CCN(C2CCN(S(=O)(=O)c3ccc(C)cc3)CC2)CC1	8%
Cc1ccccc1Nc1nnc(SCC(=O)Nc2ccccc2[N+](=O)[O-])s1	15%
O=C(O)c1ccc(-c2nc(-c3ccccc3)c(-c3ccccc3)[nH]2)cc1	-6%
O=C(Nc1ccc(C(=O)N2CCOCC2)cc1)c1ccccc1Cl	-7%
Cc1ccccc1Nc1cc(C(=O)NC2CCC(C)CC2)c2ccccc2n1 (stereo not given)	3%
CN1CCSc2ccc(C(=O)Nc3cccc(F)c3)cc21	-4%
CC(C(=O)Nc1ccc(S(=O)(=O)Nc2ncccn2)cc1)N1C(=O)c2ccccc2S1(=O)=O (stereo not given)	6%
COc1cc(C(=O)NC(CCSC)C(=O)OCC(=O)C(C)(C)C)cc(OC)c1OC (stereo not given)	-10%
Cc1ccc(S(=O)(=O)c2nnn3c2nc(N2CCCC2)c2sccc23)cc1C	4%
COc1ccc(C(=O)NCC2(c3ccc(OC)c(OC)c3)CCCC2)cc1OC	2%
Cc1cc(C2=NNC(=Nc3ccc(S(=O)(=O)N4CCOCC4)cc3)SC2)c(C)n1C	-4%
COc1cccc(C(=O)Nc2cc(C)nn2-c2ccccc2)c1OC	4%
Cc1ccc(S(=O)(=O)CC(=O)N(CCCN2CCOCC2)c2nc3c(F)cccc3s2)cc1	2%
Cc1cc(C(=O)Nc2ccccc2)oc(=O)c1	4%
COC(=O)c1cc2sc(Cl)cc2n1Cc1c(C)cc(C)cc1C	-7%
C=Cc1ccc(COc2ccc3oc(-c4ccccc4)c(C(=O)OCC)c3c2)cc1	-1%
CN(CCOc1ccccc1)C(=O)c1cc(S(=O)(=O)N2CCOCC2)c(Cl)cc1Cl	-6%
O=C(c1ccccc1F)N1CCN(c2ccc([N+](=O)[O-])cc2-n2cccc2)CC1	17%
O=C1CN(C(=O)c2cc(F)cc(F)c2)c2ccccc2N1	1%
CCOC(=O)C1CCN(CC(=O)N2CCc3ccccc32)CC1	8%
COc1cccc(NC(=O)CSc2nnc(Cc3ccc(C)cc3)c(=O)n2N)c1	-2%
Cc1ccccc1OCC(=O)OCc1cc(=O)n2nc(C3CCCCC3)sc2n1	3%
CCSc1ccccc1C(=O)N1CCN(c2nc3ccccc3s2)CC1	-39%[inhibitor]
COc1ccc(CCNC(=O)CCCn2c(=S)[nH]c3ccsc3c2=O)cc1OC	-4%
O=C(CC1N=C2c3ccccc3N=C(SCc3cccc(Cl)c3)N2C1=O)NC1CCCCC1 (stereo not given)	-16%
Cc1nc2nc(SCC(=O)NC3CCC(C)CC3)nn2c(C)c1Cc1ccccc1Cl (stereo not given)	-5%
COc1cccc(CNC(=O)CCn2cccn2)c1	8%
O=C(Nc1ccc(F)cc1)N1CCC(c2nc3c(nnn3Cc3ccccc3Cl)c(=O)[nH]2)CC1	19%
O=C(CSc1nc2c([nH]c3ccccc32)c(=O)n1-c1ccc(F)cc1)Nc1ccc2c(c1)OCO2	0%
Other entries
SMILES	aSyn yeast rescue
Cc1ccc(S(=O)(=O)N2CC(O)C[C@H]2C(=O)OCC(=O)Nc2ccc(N3CCCCC3)cc2)cc1C (stereo not given in full)	-9%
CCc1ccc(NC(=O)CCn2nc(-c3ccccc3OC)c3c(C)cc(C)nc32)cc1	24%
Cc1ccc2nc(-c3cccs3)c(Nc3ccc4c(c3)OCCO4)n2c1	-11%
COc1ccc(Cc2c3cc(OC)c(OC)cc3cc[n+]2C)cc1OC	-5%
CC(C)Oc1ccc(CNC(=O)C2CCCN(S(=O)(=O)c3ccc4c(ccn4C)c3)C2)cc1 (stereo not given)	-6%
Cc1ccc(S(=O)(=O)NCCC(=O)OCC(=O)N2CCCC2=O)cc1C	-18%
COc1ccc(N(C(=O)c2ccco2)C(C(=O)NC2CCCC2)c2cccnc2)c(OC)c1 (stereo not given)	-1%
Cc1ccccc1C(=O)NNC(=O)CSc1nc(-c2ccccc2)cc(=O)[nH]1	2%
Cc1n[nH]c(C)c1CCCCOc1ccccc1F	4%
CCc1cccc(NC(=S)Nc2ccc(CN3CCOCC3)cc2)c1	5%
O=C(Nc1ccc([N+](=O)[O-])cc1)Nc1ccc2c(c1)OCCO2	-7%
COc1ccc(CNC(=O)c2ccc(NC(=O)N3CC4CCCN4c4ccccc43)cc2)cc1 (stereo not given)	6%
CCc1ccc(NC(=O)N(Cc2cn(CC)c3ccccc23)C2CCCCC2)cc1	3%
COc1ccc(NC(=O)C[C@H]2C(=O)N(Cc3cccnc3)C[C@@H]2Cc2ccccc2)cc1	-8%
COc1ccccc1OC(C)C(=O)NNC(=S)NC1CCCC1 (stereo not given)	-9%
NS(=O)(=O)c1ccc(NC(=O)CCn2c(=O)oc3ccccc32)cc1	1%
COc1ccc(NC(=O)COC(=O)c2cc(SC)ccc2Cl)c(OC)c1	-1%
O=C(Cn1ncn2c(cc3ccccc32)c1=O)NCc1ccc(F)cc1	0%
O=C(Oc1ccc(Cl)cc1)c1cc(-c2ccc3c(c2)OCCO3)on1	-5%
CCCN1CCN(C(=O)c2ccc3[nH]c(C)c(C)c3c2)CC1	2%
CCCCS(=O)c1snnc1C (stereo not given)	-2%
CCCCOC(=O)/C(=C/c1cn(C)c2ccccc12)NC(=O)c1ccc(OC)cc1	3%
COc1ccc(NS(=O)(=O)c2nnc(NC(=O)c3ccccc3F)s2)cc1	-4%
CCOc1ccc2nc(SCC(=O)Nc3ccc4[nH]c(=O)[nH]c4c3)[nH]c2c1	-5%
Cc1ccc2occ(CC(=O)Nc3ccc(S(N)(=O)=O)cc3)c2c1	-13%
NNC(=O)c1oc2nc(-c3ccc(Cl)cc3)cc(-c3ccccc3)c2c1N	3%
Cc1cccc(-c2cc3nc(C)cc(=O)n3[nH]2)c1	4%
Cc1ccc2c(c1)-c1onc(C(=O)N(C)c3cccc(C(F)(F)F)c3)c1CO2	-8%
O=C(Nc1cc(Cl)cc(Cl)c1)c1ccc(F)c(S(=O)(=O)N2CCN(c3ccccc3F)CC2)c1	-6%
COc1ccc(-c2c3c(nc4sc(C(=O)Nc5ccc(F)cc5)c(N)c24)CC(C)(C)CC3=O)cc1	7%
Cc1nn(C(C)C)c(C)c1CN1CCCC(CCC(=O)NCc2ccccc2F)C1 (stereo not given)	-9%
CCC1CCCCN1C(=O)Cn1c(=O)n(CCCCCC(=O)NCc2ccccc2)c(=O)c2sccc21 (stereo not given)	-7%
CCC(=O)N1CCc2cc(Br)cc(S(=O)(=O)N3CCCC(C(=O)Nc4cc(C)ccc4OC)C3)c21 (stereo not given)	-12%
O=C(NCc1ccccc1Cl)c1ccc(NC(=O)c2nsc3ccccc23)cc1	0%
CC(=O)Nc1ccc(-c2csc(Nc3cccc(C)n3)n2)cc1	-8%
CC(Nc1ccc(-c2nc(-c3ccccn3)no2)cc1[N+](=O)[O-])c1ccccc1 (stereo not given)	1%
CC1=C(C(=O)N2CCOCC2)CC(CC(=O)NC2CCCC2)C(=O)N1Cc1ccccc1 (stereo not given)	4%
CCOc1ccc(NC(=O)c2ccc3c(c2)CCN3S(=O)(=O)CC)cc1	-10%
COc1ccc(C(CNC(=O)CCNS(=O)(=O)c2ccc(C)cc2)N2CCOCC2)cc1 (stereo not given)	9%
COc1ccccc1CNc1ncnc2c1nnn2C	3%
COc1ccc(OCC(=O)NS(=O)(=O)c2ccc(Cl)cc2)cc1	6%
CCN1C(=O)c2ccccc2S(=O)c2ccc(C(=O)NCc3ccc(Cl)cc3)cc21 (stereo not given)	-9%
Cc1ccc(-c2nc(C(=O)NCc3ccccc3Cl)c3n2CCCCC3)cc1	u
O=C(NCCCc1ccccc1)c1ccc2c(c1)sc1nc(-c3ccc(F)cc3)cn12	0%
CCN(CC)C(=O)CSc1nnc2nnc3cc(OC)ccc3n12	-1%
Fc1ccc(-c2noc3ncnc(NCCc4ccc(Cl)cc4)c23)cc1	-11%
C[C@@H]1CN([C@@H](C)CO)C(=O)c2cc(NS(C)(=O)=O)ccc2O[C@@H](C)CCCCO[C@H]1CN(C)C(=O)Nc1ccc2c(c1)OCO2	-5%
COC(=O)c1ccc(NC(=O)C(=O)NCCc2csc3nc(-c4ccccc4F)nn23)cc1	4%
Cc1noc(C)c1COC(=O)c1cccnc1Cl	4%
Fc1ccc(Nc2c(-c3ccco3)nc3ccccn23)cc1	-19%
(listing goes on)
SMILES	aSyn yeast rescue
CCN(CC(=O)Nc1ccc(NC(C)=O)cc1)C(=O)CCCSc1nc2ccccc2[nH]1	2%
Cc1cccc(OCC(=O)Nc2ccc(C(=O)c3ccc(C(=O)O)cc3)cc2)c1	5%
Cc1ccc2oc(-c3cc(NC(=O)c4cccs4)cc(C)c3O)nc2c1	-14%
O=C(CSc1nc2c(c(=O)[nH]1)CN(Cc1ccc3c(c1)OCO3)CC2)Nc1cc(F)ccc1F	4%
O=C(C1COc2ccccc2O1)N1CCN(c2ccccn2)CC1 (stereo not given)	9%
NS(=O)(=O)c1cc(Br)c2c(c1)S(=O)(=O)NCN2	-6%
Cc1noc(Cn2c(=O)c3ccccc3n(CC(=O)Nc3cccc(Cl)c3C)c2=O)n1	-8%
Cn1cc(C(=O)c2ccc(Cl)cc2Cl)cc1C(=O)N/N=C(\N)COc1ccc(Cl)cc1	4%
C=CCNC(=O)C1CC(=O)N(c2ccc(OCC(=O)Nc3c(C)cccc3C)cc2)C1 (stereo not given)	8%
Cc1ccc(-n2c(COCC(=O)O)nc3cccnc32)cc1	4%
Cc1ccc(OCc2nc(-c3ccc(C(=O)NCCc4ccc(Cl)cc4)cc3)oc2C)cc1	1%
CC(=O)N1CC23C=CC(CC2CC12CCCCCC2)O3 (stereo not given)	-9%
Cc1ccc(C2=NN(S(C)(=O)=O)C(c3ccc4nccnc4c3)C2)cc1 (stereo not given)	4%
Cc1cccc(N2C(=O)CSC23C(=O)N(Cc2cccc(C(F)(F)F)c2)c2ccccc23)c1 (stereo not given)	0%
CCn1cc(S(=O)(=O)c2ccccc2)c(=O)c2cc(F)c(N3CCN(c4ccccc4)CC3)cc21	-3%
Cc1cccc(NC(=O)c2nc[nH]c2C(=O)Nc2cc(Br)ccc2F)c1	-6%
